AmpC inh no detg = blocks E. coli AmpC beta-lactamase in detergent-free assay; 330,000 tested, 0.52% active; Potency, µM (doses to about 57.1 µM), for the others: at the top dose activity change, negative = inhibition, actives largely listed as inhibitors; P00811; AmpC nitrocefin hydrolysis, absorbance 480 nm, 0.0001% Triton;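 also: potency is read from the fitted curve at half-maximal effect; plate controls were no compound for no effect and no enzyme for full effect; nearly all actives have a fitted effect of over 20% in size; some results filed as inactive show a strong effect at the top dose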
Target sequence (P00811 whole entry, looked up): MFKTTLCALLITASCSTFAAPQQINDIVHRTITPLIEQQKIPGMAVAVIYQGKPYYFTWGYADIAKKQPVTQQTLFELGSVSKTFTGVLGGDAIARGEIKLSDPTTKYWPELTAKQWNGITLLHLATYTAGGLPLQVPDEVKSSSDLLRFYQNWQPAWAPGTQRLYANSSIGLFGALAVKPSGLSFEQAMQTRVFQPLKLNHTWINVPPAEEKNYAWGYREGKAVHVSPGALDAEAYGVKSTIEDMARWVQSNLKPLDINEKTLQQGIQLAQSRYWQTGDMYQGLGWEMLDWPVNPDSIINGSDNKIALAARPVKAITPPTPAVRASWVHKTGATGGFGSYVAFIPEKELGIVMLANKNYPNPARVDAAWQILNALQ
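AmpC (5.3 nM in the dispensed reagent) in 20 mM phosphate pH 7.0 with 0.01% (detergent screen) or 0.0001% Triton X-100 was preincubated with compounds for 15 min at room temperature. Nitrocefin was then added from an 800 uM solution, and hydrolysis was followed at 480 nm.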
Giardia FBPA inh = inhibitors of Giardia lamblia fructose-1,6-bisphosphate aldolase | 290,000 tested, 0.71% active | A8B2U2 | AID 2451 | Potency, µM (titrated, usually from 59.6 µM), without a hit: at the top dose activity, negative = inhibition, actives largely listed as inhibitors | purified Giardia FBPA; also: potency is read from the fitted curve at half-maximal effect; nearly all actives have a fitted effect of over 55% in size
Target sequence (A8B2U2 whole entry, looked up): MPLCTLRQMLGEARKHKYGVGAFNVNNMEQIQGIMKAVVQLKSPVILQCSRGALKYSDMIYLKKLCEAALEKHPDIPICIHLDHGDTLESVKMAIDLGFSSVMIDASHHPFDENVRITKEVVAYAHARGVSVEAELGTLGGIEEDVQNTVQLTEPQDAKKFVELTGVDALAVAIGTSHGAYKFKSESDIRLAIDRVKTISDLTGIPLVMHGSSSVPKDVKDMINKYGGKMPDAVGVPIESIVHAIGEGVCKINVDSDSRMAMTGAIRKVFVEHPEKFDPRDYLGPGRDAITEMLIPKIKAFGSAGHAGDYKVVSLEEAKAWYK
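Giardia FBPA (40 nM reagent) was preincubated 10 min at RT with compound (up to 57.5 uM final), then substrate plus GAPDH/TPI/NAD/arsenate coupling system with diaphorase/resazurin was added; resorufin fluorescence (525/598 nm) was read after 20 min.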
HCMV antiviral = human cytomegalovirus inhibition. 410,000 tested, 4.5% active. activity change, negative = inhibition, % at 57.5 µM. HFF cells, HCMV-luciferase reporter, 72 h; stronger effect = lower value; in the data active = activity change below about -60%; inconclusive = no clear call, values can overlap the other calls; inactive = above about -39%
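Two-dose cell screen: HFF monolayers treated with compounds and infected with luciferase-expressing HCMV at 1 PFU/cell, 72 h at 37C, then lysed for luciferase measurement.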
HCV inh = HCV inhibition | Huh7.5.1 HCVcc-Cre infection, luciferase reporter, 44 h | Potency, µM (highest dose often 41.8 µM), without a hit: top-dose activity change, negative = inhibition, usual class: inhibitors | 340,000 tested, 3.4% active; also: potency is read from the fitted curve at half-maximal effect
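Seed cells (1,000/well) for 4 h; treat with compound and infect with HCVcc-Cre, moi about 0.5. Incubate 44 h, then detect luciferase activity.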
Sm TGR block = inhibitors of Schistosoma mansoni thioredoxin glutathione reductase; Q962Y6; purified TGR, DTNB reduction, TNB absorbance 405 nm; Potency, µM (top dose mostly 114 µM), for inactives: at the highest dose activity change, negative = inhibition, usual class: inhibitors; 360,000 tested, 3% active; AID 485364; also: potency is read from the fitted curve at half-maximal effect; nearly all actives have a fitted effect of over 60% in size
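Kinetic colorimetric format: TGR-catalysed, NADPH-driven DTNB reduction monitored via TNB absorbance. Enzyme dispensed at 20 nM; compound exposure 15 min at room temperature before reaction start.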
AmpC inh detg = inhibitors of E. coli AmpC beta-lactamase with detergent. P00811. Potency, µM (highest dose often 114 µM), for inactives: top-dose activity change, negative = inhibition, usual class: inhibitors. AmpC hydrolysis of nitrocefin, absorbance 480 nm, 0.01% Triton. 370,000 tested, 0.041% active. AID 485294;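 also: potency is read from the fitted curve at half-maximal effect; 0% = no-compound wells and -100% = no-enzyme wells; nearly all actives have a fitted effect of over 25% in size; some results filed as inactive show a strong effect at the top dose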
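20 mM phosphate pH 7.0 + 0.01% (detergent screen) or 0.0001% Triton X-100; 5.3 nM AmpC reagent; cpd preinc 15 min RT; nitrocefin (800 uM stock) to start; A480 q20 s × 4 min; Activity was normalised to no-enzyme and no-compound control wells.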
Starred values were filed as active, the others as inactive; ? = inconclusive; . = no result given; [ ] = another dose, or the depositor's remark. Unless noted, calls follow the shape of the dose curve; as a rule, active = well fitted curve in the direction sought with a large enough effect; inconclusive = small, poorly fitted or top-dose-only effect, or another doubt; inactive = no such curve, though single readings can be large; an effect the other way counts as inactive or inconclusive. Unless noted, % is scaled to controls: 0 for no effect and ±100 for the full control effect.

Each structure is followed by: AmpC inh no detg | Giardia FBPA inh | HCMV antiviral | HCV inh | Sm TGR block | AmpC inh detg
- Cc1cccc(C2(c3cccc(C)c3)CC2C(=O)Nc2ccc([N+](=O)[O-])cc2O)c1 (stereo not drawn)
→ -53% | ? | -104* | ? | -7% | -8%
- COc1cc(C)nc(Oc2ccc(OCCOc3ccc(C)cc3)nn2)n1
→ 101%[activator] | 6% | -3 | 4% | 9% | -3%
- Cc1ccc(NC(=O)Cn2nnc(C(=O)NCc3ccc4c(c3)OCO4)c2N)cc1
→ -23% | 13% | -27 | 10% | -13% | 0%
- Cn1c(CN2CCCCC2)nc2cc(NS(=O)(=O)c3ccc(F)cc3)ccc21
→ -35% | 3% | -6 | 4% | 1% | 4%
- CC(=O)C(C)Oc1ccc2c3c(c(=O)oc2c1C)CCCC3 (stereo not drawn)
→ 24% | -5% | -11 | 10µM* | -1% | 2%
- N#C/C(=C\c1ccc(-c2ccc(F)cc2F)o1)c1nc2ccccc2[nH]1
→ . | . | 7 | . | -2% | -6%
- Cc1ccccc1C(=O)NC1CCCCCCC1
→ -7% | 11% | 87 | 1% | -16% | 3%
- O=C(NCc1cccnc1)c1cc(Sc2cccc(Cl)c2)nc2ccccc12
→ 34% | 0% | ? | ? | -10% | -14%
- O=C(OC(c1ccc(NS(=O)(=O)c2ccccc2)cc1)(C(F)(F)F)C(F)(F)F)c1ccccc1
→ 33% | -6% | 31 | -7% | 1% | -10%
- CC(C)(C)c1cc(S(=O)(=O)CCc2ccncc2)cc(C(C)(C)C)c1F
→ -4% | 10% | -21 | 8% | 0% | 3%
- Cc1cc(C)cc(NC(=O)N2CCN(C(=O)c3nsc4ccccc34)CC2)c1
→ . | . | ? | . | -7% | 17%
- COc1ccc(NC(=O)CSc2nc(=O)n(CCN(C)C)c3c2CCCC3)cc1
→ 38% | . | ? | 6% | 8% | 4%
- N#Cc1cn(CC(=O)NCCc2c[nH]c3ccccc23)c2ccccc12
→ -30% | -6% | 11 | -8% | -1% | -7%
- COc1cc2c(C(=O)NCc3ccccn3)cn(CC(C)C)c(=O)c2cc1OC
→ -10% | -1% | 95 | -8% | 3% | ?
- O=Cc1c(-c2ccccc2)cc2oc3ccccc3cc1-2
→ -19% | 4% | . | -3% | 7% | -16%
- Clc1ccccc1-c1nc(N/N=C/c2cccnc2)c2ccccc2n1
→ -8% | 4% | -21 | 1% | -24% | 3%
- O=C(O/N=C/C1=C(Cl)c2ccccc2CC1)c1ccc(F)cc1
→ -20% | 1% | 5 | 11% | -31% | 1%
- COC(=O)COc1ccc(S(=O)(=O)NC2CCCCCC2)cc1
→ 0% | 2% | 24 | 16% | 12% | -15%
- COc1ccccc1NS(=O)(=O)c1cc(C(=O)N2CCCC2)ccc1C
→ -11% | . | 3 | 7% | -20% | ?
- COc1ccc(C)cc1NC(=O)CCS(=O)(=O)c1cc2c(cc1Cl)NC(=O)CO2
→ -22% | 1% | 0 | 4% | 22% | 0%

Looked up above.
Under HCV inh, `COc1ccccc1NS(=O)(=O)c1cc(C(=O)N2CCCC2)ccc1C` reads 7%
Under HCV inh, `O=Cc1c(-c2ccccc2)cc2oc3ccccc3cc1-2` reads -3%

Returning to the listing, repeating the 2 entries before the break.
Each structure is followed by: AmpC inh no detg | Giardia FBPA inh | HCMV antiviral | HCV inh | Sm TGR block | AmpC inh detg
- COc1ccccc1NS(=O)(=O)c1cc(C(=O)N2CCCC2)ccc1C
→ -11% | . | 3 | 7% | -20% | ?
- COc1ccc(C)cc1NC(=O)CCS(=O)(=O)c1cc2c(cc1Cl)NC(=O)CO2
→ -22% | 1% | 0 | 4% | 22% | 0%
- Cc1cccnc1NC(=O)CN1C(=O)NC(C)(c2ccc3ccccc3c2)C1=O (stereo not drawn)
→ -6% | . | -23 | -8% | 1% | -14%
- Cc1cc(N2C(=O)NC(=O)CC2C)c(C)cc1C(C)C (stereo not drawn)
→ -5% | 5% | -17 | -18% | 35% | ?
- NNC(=O)Cn1c(SCc2ccccc2)nc2ccccc21
→ -41% | -3% | 27 | 3% | -1% | -5%
- Fc1ccc(CSc2nnc(-c3ccccn3)o2)cc1
→ 94% | -18% | 14 | -16% | 1% | -13%
- COc1ccc(Cc2nnc(NC(=O)Cn3cnc4c3c(=O)n(C)c(=O)n4C)s2)cc1OC
→ 0% | 8% | 49 | 11% | -9% | -13%
- COc1ccc(CNC(=O)Nc2ccc(OC)cc2)cc1
→ -12% | 4% | 18 | 1% | -5% | -8%
- O=C(Cc1cccs1)NNC(=S)NCc1ccco1
→ -23% | -1% | 3 | 3% | -16% | -2%
- CCOc1ccc(NC(=O)c2cc(S(=O)(=O)N3CCCC3)c[nH]2)cc1
→ . | . | -31 | . | 1% | -3%
- CCNc1ccc(-c2nc(-c3ccncc3)no2)cc1[N+](=O)[O-]
→ . | . | 5 | . | -7% | 6%
- COc1ccc(C2=NS(=O)(=O)N(C)C(C(=O)Nc3ccc(C)cc3)=C2)cc1
→ -40% | -3% | ? | -30% | 10% | -9%
- COc1ccccc1C(=O)N1CCN(Cc2c[nH]c3ccccc23)CC1
→ -15% | ? | 11 | 2% | -2% | -15%
- O=C(c1ccco1)N1CCN(C/C=C/c2ccccc2)CC1
→ 17% | 0% | 141 | -18% | -14% | 2%
- CSc1ccc(C2CC(=O)Oc3c2c(=O)n(C)c2ccccc32)cc1 (stereo not drawn)
→ . | . | 5 | . | 5% | -2%
- COc1ccc(S(=O)(=O)c2c(Nc3c(C)cccc3C)sc(C(=O)c3ccc4c(c3)OCO4)c2N)cc1
→ . | . | -87* | . | -6% | 3%
- CCN(CC)C(=S)Nc1ccc(OC(F)F)cc1
→ -19% | 0% | -19 | 11% | -3% | -3%
- Cc1cc(N2CCC(C(=O)N(CC(C)C)CC(C)C)CC2)n2nc(C)c(-c3ccc(Cl)cc3)c2n1
→ . | . | 10 | . | 1% | 21%
- O=C(CN(Cc1ccco1)Cc1ccco1)Nc1cc(S(=O)(=O)N2CCCCC2)ccc1Cl
→ -20% | . | -83* | 10µM* | -31% | 1%
- COC(=O)C1=C(C)NC(=S)NC1c1ccc(-c2cccc(Cl)c2)o1 (stereo not drawn)
→ ? | -24% | -24 | ? | 8.9µM* | 0%
- CCOC(=O)c1nnn(C(CC)C(=O)Nc2c(C)cccc2C)c1C(=O)OCC (stereo not drawn)
→ . | . | 0 | . | 16% | 14%
- O=C1c2cnc3ncnn3c2CC2c3ccccc3CCN12 (stereo not drawn)
→ -13% | 1% | -26 | 7% | -4% | 5%

Remaining list, next part.
Each structure is followed by: AmpC inh no detg | Giardia FBPA inh | HCMV antiviral | HCV inh | Sm TGR block | AmpC inh detg
- CCc1ccccc1N(C)S(=O)(=O)c1ccc2[nH]cc(C(=O)NCCOC)c(=O)c2c1
→ . | . | 0 | . | 9% | 5%
- COc1ccc2[nH]c3c(N4CCc5ccccc5C4)ncnc3c2c1
→ 0% | -3% | -88* | ? | 13% | 5%
- CC1(C)Cc2c(sc(NC(=O)COc3ccc(Cl)cc3Cl)c2C(N)=O)C(C)(C)N1
→ 5% | . | 25 | 1% | 4% | 1%
- COc1ccc(C(=O)C2CCN(C(=S)NCCc3ccccc3)CC2)cc1
→ -30% | 2% | -11 | -28% | 3% | 1%
- Cc1nc2nc(C)c(CCC(=O)NC3CCCCC3)c(C)n2n1
→ -8% | 4% | -22 | 17% | 1% | -5%
- O=C1Nc2ccccc2C(=O)C1(Cl)Cc1ccccc1 (stereo not drawn)
→ -60% | -19% | 86 | 3% | 6% | ?
- CC(C)C(NS(=O)(=O)c1ccc2c(c1)oc(=O)n2C)C(=O)N1CCN(c2ccccc2F)CC1 (stereo not drawn)
→ -2% | 1% | -6 | 10% | -26% | -2%
- O=C(O)CCn1c(-c2ccccn2)nc2ccccc21
→ -7% | -4% | 80 | 7% | -23% | ?
- CCOc1ccc(-n2c(-c3ccccc3)c[nH]c2=S)cc1
→ -29% | 18% | -23 | -10% | -3% | ?
- C=CC[C@H](CC(=O)N[C@H](CO)Cc1ccccc1)C(=O)N[C@H](COC(=O)[C@H](CC=C)CC(=O)OC(C)(C)C)Cc1c[nH]c2ccccc12
→ 56% | . | 2 | -1% | . | .
- O=c1[nH]n2cc(-n3cc([N+](=O)[O-])cn3)cnc2c1Br
→ -9% | -3% | -11 | 11% | 5% | ?
- Cc1ccc2cccc(NC(=O)COc3ccccc3[N+](=O)[O-])c2n1
→ . | . | 26 | . | 1% | 21%
- CCCCc1c(C)nc2ccc(C(=O)OCC)cc2c1Cl
→ -7% | 6% | -8 | -1% | -18% | -10%
- Cn1ncc(Cl)c1C(=O)N1CCCc2ccccc21
→ 2% | -11% | 15 | -3% | -3% | -5%
- Cc1nonc1NC(=O)CSc1nc2cc(Cl)ccc2c2c1CCCC2
→ -52% | 1% | -21 | ? | 2% | ?
- CCc1nc(-c2ccc(OC)c(OC)c2)cc2cc(OC)c(OC)cc12
→ 3% | -1% | 1 | 3.2µM* | -1% | -10%
- O=C(CC(=O)c1cccc([N+](=O)[O-])c1)Nc1ccccc1Cl
→ -38% | -10% | -15 | 1% | -3% | -4%
- O=C(Nc1ccc(C(=O)O)cc1)/C(=C\C=C\c1ccccc1)NC(=O)c1ccccc1Br
→ -52% | 2% | -32 | 16% | -11% | ?
- Cc1cc(Cl)n2nc(C)c(-c3ccc(Cl)cc3)c2n1
→ 16% | 2% | -7 | ? | ? | -4%
- COc1ccc(C(=O)Nc2ccc(N3CCN(Cc4ccccc4)CC3)cc2)cc1
→ -7% | 5% | -34 | 13% | . | 2%

Going on with the list.
Each structure is followed by: AmpC inh no detg | Giardia FBPA inh | HCMV antiviral | HCV inh | Sm TGR block | AmpC inh detg
- CC(OC(=O)CCN=C1NS(=O)(=O)c2ccccc21)C(=O)NCc1ccccc1 (stereo not drawn)
→ -16% | . | -3 | 7% | 6% | ?
- Cc1nc2ccc(NS(=O)(=O)c3ccc(Br)cc3)cc2s1
→ -27% | . | -60* | ? | -5% | -6%
- Cc1cccc(C)c1NC(=O)C1CSC2(C)CCC(=O)N12 (stereo not drawn)
→ -6% | . | -24 | -15% | -3% | -13%
- CC(=O)NC1=NN(C(C)=O)C2(S1)C(=O)N(C(C)=O)c1ccc(C)cc12 (stereo not drawn)
→ -10% | 6% | 56 | 12% | -1% | -5%
- COc1cccc(CC2(CO)CCN(S(=O)(=O)c3ccc(OC)cc3OC)CC2)c1
→ 75%[activator] | 3% | -16 | -21% | -2% | -12%
- Cc1ccc(C)c2sc(NC(=O)CN3C(=O)CCC3=O)nc12
→ 31% | -14% | -11 | 4% | 9% | -6%
- Cn1c(SCC(=O)NNC(=O)c2ccccc2)nnc1C(F)(F)F
→ -7% | . | -25 | 9% | -7% | 2%
- Cc1cc(C)cc(-n2nnc(C(=O)NCc3ccc(Cl)cc3)c2N)c1
→ -4% | -3% | -34 | ? | 3% | -2%
- COc1ccc(NC(=O)N(C)C[C@H]2Oc3ccc(NC(=O)Nc4c(C)noc4C)cc3C(=O)N([C@H](C)CO)C[C@@H]2C)cc1
→ -16% | . | 16 | 2% | . | .
- Cc1ccccc1OC1=NS(=O)(=O)c2ccccc21
→ -16% | -1% | 0 | 2% | 3% | 3%
- COc1nc(N(C)C)nc(-n2nnc(C(C)=O)c2C)n1
→ -8% | -3% | ? | 10% | -1% | -8%
